CASP6 VEID inh: caspase-6 (human) enzyme inhibition; purified caspase-6, Z-VEID-R110 cleavage fluorescence; inhibition, % at 12.5 µM; actives 0.53% (n = 350,000);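 active = mean inhibition across replicates at least about 35%, with every replicate also reaching that limit, limit read from the data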;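 also: 0% = median of neutral control wells and 100% = no fluorescence left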
Target sequence (P55212 24-179 limits assumed): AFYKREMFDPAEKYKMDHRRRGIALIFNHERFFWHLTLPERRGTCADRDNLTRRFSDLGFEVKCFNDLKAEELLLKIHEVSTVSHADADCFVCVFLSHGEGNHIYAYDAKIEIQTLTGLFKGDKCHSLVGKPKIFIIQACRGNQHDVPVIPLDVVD
Target sequence (P55212 194-293 limits assumed): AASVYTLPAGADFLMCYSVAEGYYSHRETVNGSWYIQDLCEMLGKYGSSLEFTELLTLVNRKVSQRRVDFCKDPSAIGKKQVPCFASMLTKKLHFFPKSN
FN deposit inh: fibronectin deposition inhibition; AH1F fibroblasts, Alexa488-fibronectin deposition fluorescence, overnight; AID 743247; actives 0.086% (n = 350,000); inhibition, % at 12.6 µM;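 active = mean inhibition across replicates of 30% or more, regardless of how many single replicates reach that level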;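 also: positive control wells lacked labelled fibronectin entirely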
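Test system: AH1F fibroblast monolayer depositing Alexa488-labelled fibronectin into matrix. Input: 10000 cells per well. Technique: fluorescence, ex 485 nm, em 525 nm. Buffer or medium: DMEM plus 2% serum, read in PBS. Timing: 1 h cell adhesion before compound, then overnight fibronectin incubation. Compound: single dose, pinned. Read-out basis: inhibition from reduced deposited-fibronectin fluorescence.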
esBAF inh: SWI/SNF esBAF complex inhibition. reporter increase, % at 12.5 µM. mouse ES cells, Bmi1-luciferase knock-in reporter, 24 h; 100% = twice the neutral-well signal. actives 2% (n = 350,000). AID 602393; in the data active = activation above about 40%;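 also: 0% = median of the plate's neutral control wells and 100% = double that signal; a rise in the Bmi1 reporter signal indicates esBAF inhibition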
S100A4 inh HTS: inhibitors of human S100A4 binding to myosin IIA peptide; P26447; S100A4/TAMRA-MyoIIA peptide fluorescence polarization; inhibition, % at 10.7 µM; actives 0.14% (n = 360,000); AID 652163;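 active = mean inhibition of at least 70% across replicates, with every replicate also reaching that level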
Target sequence (P26447 whole entry, looked up): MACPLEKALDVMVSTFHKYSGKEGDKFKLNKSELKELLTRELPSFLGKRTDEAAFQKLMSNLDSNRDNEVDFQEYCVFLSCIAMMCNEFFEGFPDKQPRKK
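incubation = readout 5 min after mixing, signal stable up to 60 min | system = S100A4 monomer protein | buffer or medium = HEPES pH 7.2 with CaCl2, KCl, NaCl, DTT, Triton | benchmarks = neutral control DMSO, positive control TFP | also added = fluorescent myosin IIA peptide, 5 nM | compound dosing = one concentration per compound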
LGR2 inh: blocks bursicon-induced cAMP signaling via Drosophila LGR2; HEK293 LGR2, CRE-luciferase, bursicon-stimulated, 4 h; inhibition, % at 9.99 µM; actives 0.35% (n = 380,000);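 active = drop in luminescence signal, shown as inhibition above about 50% in the replicate tests, limit read from the data, passing the limit was not always enough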;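 also: agonist challenge used bursicon conditioned medium at about half maximal strength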
Statin myotox sup: suppression of simvastatin myotoxicity. C2C12 myotubes + simvastatin, ATP luminescence, 48 h; scaled: DMSO 0, geranylgeraniol control 100. rescue of ATP level, % at 7.49 µM. actives 0.78% (n = 330,000). AID 602340;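 active = mean ATP rescue above about 67%, or every replicate alone reaching that limit, limit read from the data, passing the limit was not always enough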;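 also: myotubes were challenged with 10 µM simvastatin during compound exposure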
SIRT5 inh: blocks human SIRT5 desuccinylation of peptide; Q9NXA8; Purified SirT5, succinyl-peptide AMC, trypsin-coupled fluorescence; inhibition, % at 15 µM; actives 1.1% (n = 330,000); in the data active = inhibition above about 15%
Target sequence (Q9NXA8 whole entry, looked up): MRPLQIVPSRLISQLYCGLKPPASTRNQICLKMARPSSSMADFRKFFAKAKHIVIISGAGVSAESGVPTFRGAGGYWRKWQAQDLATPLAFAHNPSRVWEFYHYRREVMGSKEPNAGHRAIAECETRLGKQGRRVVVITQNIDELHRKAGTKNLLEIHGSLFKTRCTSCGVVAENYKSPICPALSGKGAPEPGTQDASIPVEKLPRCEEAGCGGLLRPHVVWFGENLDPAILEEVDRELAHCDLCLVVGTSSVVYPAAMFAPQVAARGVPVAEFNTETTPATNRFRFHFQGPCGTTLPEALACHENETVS
Starred values were filed as active, the others as inactive; / = no result given. Only part of the results is shown. The share of hits here may be higher or lower than overall.

# | structure | CASP6 VEID inh | FN deposit inh | esBAF inh | S100A4 inh HTS | LGR2 inh | Statin myotox sup | SIRT5 inh
1 | CCCN1[C@@H]2c3ccc(-c4ccccc4F)c(=O)n3C[C@@H]2[C@@H](CO)[C@@H]1C(=O)NC1CCC1 | 3 | / | 2 | 7 | 2 | 33 | -1
2 | COc1ccc(-c2nn(-c3ccccc3)cc2C(=O)NCCCn2ccnc2)cc1 | -2 | / | 3 | 0 | 2 | -15 | -6
3 | CCCCCCCCc1c(O)nc(-n2[nH]c(C)c(CCO)c2=O)[nH]c1=O | 0 | 2 | -3 | -1 | 6 | 4 | -3
4 | CN(CC(=O)Nc1ccc(Cl)c(C(F)(F)F)c1)C(=O)COC(=O)C1CC2CCCC(C1)C2=O (stereo not given) | 0 | -4 | -4 | -1 | 7 | -2 | -4
5 | COc1ccc(NC(=O)Nc2ccc3c(c2)C(=O)N([C@@H](C)CO)C[C@@H](C)[C@H](CN(C)C(=O)Cc2ccccc2)OCCCC[C@H](C)O3)cc1 | -2 | / | 11 | 7 | 4 | / | 10
6 | CC(=O)N1[C@H](CO)[C@@H](c2ccccc2)C12CN(C(=O)c1ccc3c(c1)OCO3)C2 | 4 | / | / | 21 | 15 | / | 0
7 | CCOc1cccc(C(=O)Nc2ccccc2N2CCN(C(=O)C(C)C)CC2)c1 | / | -1 | -9 | / | / | 4 | /
8 | Cc1nnc(C)n1/N=C/c1ccc(C(C)C)cc1 | 0 | / | -2 | 0 | 8 | -2 | -4
9 | CC(=O)N1[C@@H](CO)[C@H](c2ccccc2)[C@@H]1CN(CC(C)C)C(=O)c1ccccn1 | 4 | -5 | -2 | 5 | -5 | -8 | 0
10 | COc1ccc(NC(=O)CN2C(=O)NC(C)(C3CC3)C2=O)c(OC)c1 (stereo not given) | -3 | -6 | 2 | -4 | -10 | -5 | -1
11 | CC(C)[C@H]1C(=O)Nc2ccccc2N1C(=O)N[C@@H](Cc1ccccc1)C(=O)N[C@@H](C(=O)O)c1ccccc1 | 0 | / | -1 | 6 | / | 3 | /
12 | CCCNC(=O)N1C[C@@H](C)[C@H](OC)CN(C)C(=O)c2cc(NS(=O)(=O)CC)ccc2OC[C@@H]1C | -2 | 1 | 2 | 5 | 3 | -6 | -6
13 | CC(=O)Nc1ccc(C(=O)Nc2cc(S(=O)(=O)N3CCOCC3)ccc2N2CCOCC2)cc1 | 1 | 4 | -7 | 20 | -12 | 8 | -3
14 | CCC(=O)N1CCCC(C)(C(=O)Nc2ccc3scnc3c2)C1 (stereo not given) | -1 | 10 | 11 | -9 | -4 | -5 | -1
15 | CN(C)CC#Cc1ccc([C@H]2[C@H](CO)N3CCCCN(CC4CCOCC4)C[C@@H]23)cc1 | 0 | / | 5 | 4 | -5 | -1 | -4

Quoted from above: compounds 3 to 4
# | structure | CASP6 VEID inh | FN deposit inh | esBAF inh | S100A4 inh HTS | LGR2 inh | Statin myotox sup | SIRT5 inh
3 | CCCCCCCCc1c(O)nc(-n2[nH]c(C)c(CCO)c2=O)[nH]c1=O | 0 | 2 | -3 | -1 | 6 | 4 | -3
4 | CN(CC(=O)Nc1ccc(Cl)c(C(F)(F)F)c1)C(=O)COC(=O)C1CC2CCCC(C1)C2=O (stereo not given) | 0 | -4 | -4 | -1 | 7 | -2 | -4

Returning to the listing, starting five compounds before the break.
# | structure | CASP6 VEID inh | FN deposit inh | esBAF inh | S100A4 inh HTS | LGR2 inh | Statin myotox sup | SIRT5 inh
11 | CC(C)[C@H]1C(=O)Nc2ccccc2N1C(=O)N[C@@H](Cc1ccccc1)C(=O)N[C@@H](C(=O)O)c1ccccc1 | 0 | / | -1 | 6 | / | 3 | /
12 | CCCNC(=O)N1C[C@@H](C)[C@H](OC)CN(C)C(=O)c2cc(NS(=O)(=O)CC)ccc2OC[C@@H]1C | -2 | 1 | 2 | 5 | 3 | -6 | -6
13 | CC(=O)Nc1ccc(C(=O)Nc2cc(S(=O)(=O)N3CCOCC3)ccc2N2CCOCC2)cc1 | 1 | 4 | -7 | 20 | -12 | 8 | -3
14 | CCC(=O)N1CCCC(C)(C(=O)Nc2ccc3scnc3c2)C1 (stereo not given) | -1 | 10 | 11 | -9 | -4 | -5 | -1
15 | CN(C)CC#Cc1ccc([C@H]2[C@H](CO)N3CCCCN(CC4CCOCC4)C[C@@H]23)cc1 | 0 | / | 5 | 4 | -5 | -1 | -4
16 | COc1ccc(CC(=O)NCc2n[nH]c(=S)n2C)cc1 | 6 | 6 | -7 | -3 | 5 | 1 | 2
17 | COc1ccc(C(=O)NC2CCN(C(=O)Nc3ccccc3Cl)CC2)cc1 | 0 | 17 | -3 | 3 | 3 | 0 | 0
18 | C[C@@H]1CN([C@H](C)CO)C(=O)c2cc(NC(=O)Nc3cccc4ccccc34)ccc2O[C@@H](C)CCCCO[C@@H]1CN(C)S(=O)(=O)c1ccc(Cl)cc1 | -1 | 4 | -10 | -21 | -10 | / | 5
19 | CCn1cc(C(=O)N2CCCC(N3CCN(c4ccccc4C)CC3)C2)cn1 (stereo not given) | 0 | -5 | -6 | 0 | -12 | 4 | -3
20 | Cc1noc(C)c1NC(=O)N(C)C[C@@H]1OCCCC[C@H](C)Oc2ccc(NC(=O)CCC(F)(F)F)cc2C(=O)N([C@@H](C)CO)C[C@@H]1C | -4 | / | -15 | 6 | -2 | / | 0
21 | COCC#Cc1ccc([C@H]2[C@@H](CO)N3C(=O)CN(C(=O)CN4CCOCC4)C[C@@H]23)cc1 | 0 | -1 | / | -6 | 21 | / | -2
22 | CCN(CC)C(=O)C1=C(C)N(Cc2ccc(C(C)(C)C)cc2)C(=O)C(CC(=O)NC2CC2)C1 (stereo not given) | -1 | 1 | -4 | 5 | -15 | 1 | -4
23 | COCC#Cc1ccc2c(c1)O[C@@H](CN(C)S(C)(=O)=O)[C@@H](C)CN([C@H](C)CO)S2(=O)=O | 1 | 3 | 0 | -2 | 1 | -2 | -3
24 | CSc1ccc(/C=N/n2c(C3CCCCC3)n[nH]c2=S)cc1 | -2 | -4 | 1 | -4 | -6 | 8 | 1
25 | Cc1ccc(S(=O)(=O)N2CCOCC2)cc1C(=O)NC1CCCC(C)C1C (stereo not given) | 4 | -9 | 4 | 5 | 2 | -1 | 3
26 | COc1ccc(CN(C)C[C@@H]2OCCCC[C@@H](C)Oc3ccc(NS(=O)(=O)c4ccc(F)cc4)cc3C(=O)N([C@H](C)CO)C[C@@H]2C)cc1 | 0 | -11 | 1 | -8 | -6 | / | 3
27 | C=CC[C@@H](CC(=O)N(CCO)Cc1ccccc1)C(=O)N[C@H](COC(=O)[C@@H](CC=C)Cc1ccc(F)cc1)c1ccccc1 | -1 | -3 | 13 | 2 | 7 | -3 | -5
28 | C/C=C/c1ccc([C@@H]2[C@H](CO)N(CCC(F)(F)F)C23CN(C(=O)CC2CC2)C3)cc1 | 3 | 5 | / | -1 | 7 | / | -1
29 | CC(C)CN(C(=O)c1ccc(S(=O)(=O)N2CCCC2)cc1)C1CCS(=O)(=O)C1 (stereo not given) | 0 | 2 | -4 | -2 | -22 | 5 | -1
30 | O=C(O)c1ccc(CSc2nnc(-c3ccncc3)n2-c2ccc(Cl)cc2)cc1 | 1 | / | / | 2 | -34 | / | 0

(listing goes on)
no.	Molecule	CASP6 VEID inh	FN deposit inh	esBAF inh	S100A4 inh HTS	LGR2 inh	Statin myotox sup	SIRT5 inh
31	O=S(=O)(c1cc(F)ccc1F)N1CCN(c2ccccn2)CC1	-2	5	-4	8	9	-5	-5
32	CC(=O)c1cccc(NC(=O)C2C3C=CC(C3)C2C(=O)O)c1 (stereo not given)	0	2	-5	-19	/	12	-2
33	O=c1c2c3c(sc2n2cnnc2n1Cc1ccccc1)CN(Cc1ccccc1)CC3	/	-6	2	/	/	-12	/
34	C#CCn1cccc(C(=O)Nc2ccc(OC)cc2)c1=O	4	-8	53*	-6	-41	-5	-2
35	CC(NC(=O)c1ccccc1Br)C1CC2CCC1C2 (stereo not given)	-3	-1	/	2	14	/	1
36	COc1ccc(NC(=O)n2ncc3cc(Cl)ccc32)cc1OC	-2	3	-7	-18	-16	-2	-5
37	CC(=O)CC(CC(=O)NC1CCCCC1)c1ccccc1 (stereo not given)	-2	-1	/	4	6	/	11
38	CCCc1nc2ccc(Cl)cn2c1Cc1ccc(C)cc1	3	-1	12	-5	-19	-9	1
39	C[C@@H]1CCCCO[C@H](CN(C)C(=O)Nc2cccc3ccccc23)[C@@H](C)CN([C@@H](C)CO)C(=O)c2cc(NS(=O)(=O)c3ccccc3)ccc2O1	2	-3	/	5	12	/	15*
40	CCOC(=O)c1c(NC(=O)COC(=O)Cn2c(C)nc3ccccc32)sc2c1CCCC2	/	0	-9	/	-14	-1	/
41	CO[C@H]1CN(C)C(=O)c2cc(NC(=O)Nc3ccc(Cl)cc3)ccc2OC[C@@H](C)N(C(=O)Nc2c(C)noc2C)C[C@H]1C	/	5	1	/	-3	-3	/
42	CCNC(=O)C[C@@H]1CC[C@@H]2[C@@H](COc3ccc(NC(=O)c4cccs4)cc3C(=O)N2C)O1	-2	-12	-6	10	1	-2	0
43	COC(=O)c1ccccc1NC(=O)Nc1nnc(N2CCC(C)CC2)s1	-2	5	-3	-1	-15	8	1
44	Cc1ccc(C(=O)C(C)OC(=O)CNS(=O)(=O)c2ccc(C)cc2)cc1 (stereo not given)	2	9	-2	3	-2	-6	-1
45	COc1cccc(C(=O)Nc2cccc(NC(=O)c3cccs3)c2)c1	-1	2	19	-5	-9	-29	1
46	CCOc1ccc(S(=O)(=O)N2CCN(C(=O)c3cc(-c4ccccc4)nn3-c3ccccc3)CC2)cc1	0	3	-5	1	10	12	0
47	CCCc1cn(CC[C@H]2CC[C@@H](NS(=O)(=O)c3ccccc3Cl)[C@H](CO)O2)nn1	0	-6	0	5	-2	0	2
48	O=c1[nH]c2ccccc2nc1/C=C/c1ccccc1	3	13	/	2	-64	/	-2
49	CCc1ccc(OCCSc2nc3ccccc3n2CC(=O)O)cc1	9	-3	2	1	-6	1	-4
50	CC(C)CN(C(=O)Cn1c(C(F)(F)F)nc2ccccc21)C1CCS(=O)(=O)C1 (stereo not given)	7	-3	/	-12	5	/	0
51	CCNC(=O)C[C@H]1C=C[C@@H](NC(=O)C2CCOCC2)[C@@H](CO)O1	2	/	/	-4	-6	/	-4
52	COc1ccc(-c2cc(=O)oc3cc(OC(C)C(=O)Nc4ccc(CN5CCOCC5)cc4)ccc23)cc1 (stereo not given)	0	15	2	-7	-8	15	-1
53	C/C=C/c1cnc2c(c1)C(=O)N([C@@H](C)CO)C[C@H](C)[C@H](CN(C)C(=O)Nc1ccc(F)cc1)O2	-1	-5	2	7	12	7	0
54	O=C(NCc1cccnc1)C1CCC(CNS(=O)(=O)c2ccc(Cl)cc2)CC1 (stereo not given)	-4	14	/	-7	-19	/	-3
55	COc1ccc(C#Cc2ccc3c(c2)O[C@H](CN(C)C(=O)Nc2cccc(OC)c2)[C@H](C)CN([C@H](C)CO)S3(=O)=O)cc1	0	3	8	0	12	92*	-3
56	COc1ccc(C(CNC(=O)c2cccc(S(=O)(=O)N3CCCC3)c2)N2CCCC2)cc1 (stereo not given)	-1	-5	-4	-3	11	-3	2

Bioassay records: PubChem BioAssay, Broad Institute
